# OX1R antag-1: antagonists of human orexin 1 receptor; CHO/OX1R cells, Fluo-8 calcium fluorescence, orexin A; inhibition, % at 5 µM; 0.43% of 330,000 active; AID 434989;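 active = inhibition above its plate's threshold, mean inhibition of all tested compounds on the plate plus 3 SD, cut at about 37% in these data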;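 note: 0% = orexin A challenge wells and 100% = SB-334867-A antagonist wells; not every result past the cut was called active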
# Target sequence (O43613 whole entry, looked up): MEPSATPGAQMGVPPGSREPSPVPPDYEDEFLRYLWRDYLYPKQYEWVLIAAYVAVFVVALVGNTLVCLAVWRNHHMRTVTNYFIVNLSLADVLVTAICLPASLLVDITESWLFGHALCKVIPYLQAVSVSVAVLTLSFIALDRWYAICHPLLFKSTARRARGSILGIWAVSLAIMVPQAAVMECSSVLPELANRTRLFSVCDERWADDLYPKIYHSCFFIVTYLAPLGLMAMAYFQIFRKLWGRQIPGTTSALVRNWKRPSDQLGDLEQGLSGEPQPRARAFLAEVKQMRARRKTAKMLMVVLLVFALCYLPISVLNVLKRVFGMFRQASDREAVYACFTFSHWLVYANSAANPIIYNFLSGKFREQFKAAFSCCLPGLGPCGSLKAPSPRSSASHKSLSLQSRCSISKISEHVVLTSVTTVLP
# OX1R antag-2: OX1R (human) antagonism; AID 485270; 1.8% of 330,000 active; inhibition, % at 6.6 µM; OX1R-expressing cells, FRET antagonist read-out; O43613; in the data active = inhibition mostly above about 38%, no sharp cut-off; inactive = mostly below about 40%;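 note: 0% = agonist challenge alone and 100% = reference antagonist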
# An asterisk follows results filed as active.
OX1R antag-2	OX1R antag-1	mol
4	-12	O=C(/C=C/c1cccc([N+](=O)[O-])c1)N1CCN(Cc2ccc3c(c2)OCO3)CC1
10	-11	Cc1ccc(C)c(NC(=O)C2CCCN(S(=O)(=O)c3ccc4[nH]c(=O)ccc4c3)C2)c1 (centres undefined)
10	-18	COc1ccc(-n2ncc3c(N4CCC(C)CC4)ncnc32)cc1
16	-6	CC(C)Oc1ccc2c(=O)c(-c3ccccc3)coc2c1
11	1	Cc1ccc(S(=O)(=O)NCC(c2cccnc2)N2CCOCC2)cc1 (centres undefined)
4	-19	CN(C)C(=O)CCc1ccc2c3c([nH]c2c1)[C@]1(C)[C@@H](C(=O)N2CCCCC2)C[C@H](CC(=O)NCCN2CCOCC2)C(=O)N1CC3
19	-18	CCN(CC)S(=O)(=O)c1ccc(OC)c(NS(=O)(=O)Cc2ccccc2)c1
29	-76	COc1cc(CN2CCCCCC2)c([N+](=O)[O-])cc1OC
9	-7	COCCNS(=O)(=O)c1ccc(OCC(=O)OC)c(Cl)c1
13	-7	Cc1ccc(NC(=O)N2C(=O)C3(OCCO3)c3ccccc32)cc1
9	-18	O=c1[nH]c(CSc2nnc3ccccn23)nc2ccccc12
20	-22	Cc1ccc(NS(=O)(=O)c2cccc(C(=O)N3CCCC(C)C3)c2)cc1 (centres undefined)
-4	-32	OC(CNCc1ccccc1)(c1ccccc1)c1ccccc1
26	-16	COC(=O)C1=C(C)N(C)C(=S)NC1c1c(OC)ccc2ccccc12 (centres undefined)
6	-14	Cc1nn(-c2ccccc2)c(C)c1C(=O)OCC(=O)N(C)C1CCS(=O)(=O)C1 (centres undefined)
7	-4	CC(Sc1nc2ccccc2o1)C(=O)O (centres undefined)
59*	0	O=C(CNC(=O)c1cccs1)c1ccc([N+](=O)[O-])cc1
16	0	O=C(NCc1ccco1)C1CCN(Cc2ccc(F)cc2)CC1
36	-22	C=CCNC(=O)/C(C#N)=C/c1ccc(C)o1
9	-9	O=C(CSc1ccc(-c2ccc(F)cc2)nn1)NCc1ccco1
10	-18	COc1ccc(CCNC(=O)C(=O)NCC2OCCN2S(=O)(=O)c2ccc(Cl)cc2)cc1OC (centres undefined)
8	-21	Cc1cc2cc(C(c3nnnn3C(C)(C)C)N(Cc3ccco3)CC3CCCO3)c(=O)[nH]c2cc1C (centres undefined)
28	-19	O=C(NC(c1ccccc1)c1ccccc1)c1ccc(=O)[nH]n1
18	-26	Cc1cc(Oc2ncccc2[N+](=O)[O-])c2cc(Cl)ccc2n1
12	-19	O=C(NCc1csc(-c2cccs2)n1)C1CCCCC1

# Next section:
OX1R antag-2	OX1R antag-1	mol
-1	-24	Cc1ccc(S(=O)(=O)CNC(=S)c2cccc(C)c2)cc1
2	5	COc1ccc(NS(=O)(=O)c2cc(NC(=O)c3ccc(=O)[nH]c3)ccc2C)cc1
28	-6	CCOc1cccc(C(=O)Nc2ccc(S(=O)(=O)Nc3cc(C)on3)cc2)c1
7	0	CCN(CC)S(=O)(=O)c1ccc(C2CNC(=O)C2)cc1 (centres undefined)
10	-19	Cc1cc(C)c(S(=O)(=O)Cc2ccc(Cl)cc2)c(=O)[nH]1
14	1	Cc1ccccc1-c1nnc(SCC(=O)NC2CCCC2)o1
36	10	CCOC(=O)C1CCCN(S(=O)(=O)c2ccc(S(=O)(=O)N3CCCC3)cc2)C1 (centres undefined)
33	-15	CCOC(=O)c1cc(CC)sc1/N=C/C1C(=O)CCCC1=O
19	-36	Cc1cccc(C)c1NC(=O)CN(C)C(=O)c1ccccc1C(=O)N(C)Cc1ccccc1
15	-22	O=C(CNC1CCCCC1)NN=C(c1ccccc1)c1ccccc1
4	-22	Cc1nn(Cc2ccc(F)cc2)c(C)c1NC(=O)CCCn1nc([N+](=O)[O-])cc1C
17	-23	O=C(CN1CCCc2ccccc21)Nc1ccc(F)cc1[N+](=O)[O-]
16	-32	Cc1ccc(C)c2[nH]c(=O)c(CCNC(=O)C(C)(C)C)cc12
3	-6	COCCN1CCN(C(=O)c2cc(COc3cc(C)ccc3C)on2)CC1
-8	-18	COc1ccc(OC(=O)C(C)N2C(=O)c3ccccc3C2=O)cc1 (centres undefined)
21	-8	COc1cc(-c2nc3ccccn3c2/N=C/c2cccc(F)c2)ccc1O
10	-11	COC(=O)CSc1nc(C)c(C)c(C)c1C(N)=O
16	-9	COc1ccc(NC(=O)CN(c2ccccc2F)S(=O)(=O)c2ccc(C)cc2)cc1
20	-20	CCOc1ccccc1NC(=O)C1=C(C)NC(=S)NC1c1cccs1 (centres undefined)
9	1	Cn1nnnc1SCC(=O)Nc1ccccn1
7	-18	O=C(Nn1cnnc1)c1ccncc1
6	-14	Cc1sc2ncnc(SCC(=O)Nc3ccc(CN4CCCC4)cc3)c2c1C
9	-3	COC(=O)c1sc2nc(SCc3cccc(F)c3)n(N)c(=O)c2c1C
22	-23	CC1=C(C(=O)Nc2ccccc2)C(c2ccc3c(c2)OCO3)C2=C(CCCC2=O)N1 (centres undefined)
15	-20	COCCN1C(=O)c2[nH]nc(-c3ccccc3O)c2C1c1ccc(OC)cc1 (centres undefined)

# Shown as a hit in OX1R antag-2 (from the list above):
OX1R antag-2	OX1R antag-1	mol
59*	0	O=C(CNC(=O)c1cccs1)c1ccc([N+](=O)[O-])cc1

# An excerpt from above in order of the OX1R antag-2 value, lowest first.
OX1R antag-2	OX1R antag-1	mol
-1	-24	Cc1ccc(S(=O)(=O)CNC(=S)c2cccc(C)c2)cc1
12	-19	O=C(NCc1csc(-c2cccs2)n1)C1CCCCC1
26	-16	COC(=O)C1=C(C)N(C)C(=S)NC1c1c(OC)ccc2ccccc12 (centres undefined)

# The main list resumes with the 5 entries that preceded the break.
OX1R antag-2	OX1R antag-1	mol
7	-18	O=C(Nn1cnnc1)c1ccncc1
6	-14	Cc1sc2ncnc(SCC(=O)Nc3ccc(CN4CCCC4)cc3)c2c1C
9	-3	COC(=O)c1sc2nc(SCc3cccc(F)c3)n(N)c(=O)c2c1C
22	-23	CC1=C(C(=O)Nc2ccccc2)C(c2ccc3c(c2)OCO3)C2=C(CCCC2=O)N1 (centres undefined)
15	-20	COCCN1C(=O)c2[nH]nc(-c3ccccc3O)c2C1c1ccc(OC)cc1 (centres undefined)
10	-2	COc1ccc(CC(=O)Nc2ccc(S(=O)(=O)Nc3ncccn3)cc2)cc1
4	-13	CCOC(=O)c1ccc(NC(=S)N2CCC(C(N)=O)(N3CCCCC3)CC2)cc1
7	-32	O=C1CCCc2c1cc(C(=O)Nc1ccc(Br)cn1)c(=O)n2-c1ccccc1
19	-19	CCSC1=NC2(CCCCC2)Nc2sc3c(c21)CCCC3
15	-41	COc1ccccc1/C=C1/SC(=S)N(CCC(=O)Nc2cccnc2)C1=O
37	-24	CCN(CC)S(=O)(=O)c1cccc(NC(=O)c2cc3ccccc3o2)c1
60*	-9	CNc1ccc(NC(C)=O)cc1[N+](=O)[O-]
21	-14	Nn1c(Cc2cccc3ccccc23)nnc1SCc1c(F)cccc1Cl
8	-9	Cc1ccc(NS(=O)(=O)c2ccccc2[N+](=O)[O-])cc1C
20	-30	NNC(=O)CCCNc1ncc(C(F)(F)F)cc1Cl
15	7	CC1CCc2nc3ccc(S(=O)(=O)N4CCC(C(=O)O)CC4)cc3c(C(=O)O)c2C1 (centres undefined)
5	-5	COc1ccc(CCNC(=O)CCc2ccc(OC)cc2)cc1
20	1	COc1cc(C(=S)N2CCOCC2)ccc1OC(=O)c1cccc(C)c1
5	-5	S=C1NCN(Cc2ccco2)CN1c1cccc2ccccc12
15	-5	CC(C)(C)NC(=O)C(=O)NCCC1=CCCCC1
44*	-3	Cc1cccn2c(=O)c3cc(C(=O)NCc4ccco4)c(=N)n(CCOCCO)c3nc12
18	-22	CCCN(C(=O)CCNC(=O)Cn1cnc2ccccc2c1=O)c1cccc(Cl)c1
21	-33	Cc1occc1-c1nnc(SCC(=O)N2CCN(c3ccc(F)cc3)CC2)n1C
2	-13	CCN1CCN(CCNC(=O)c2ccc3c(c2)NC(=O)/C(=C\c2ccc(OC)c(OC)c2)S3)CC1
4	-9	COc1cccc(COC(=O)c2ccc3c(=O)n4c(nc3c2)CCC4)c1OC
9	-17	N#Cc1ccc(CN2CCN(C(=O)c3cn(Cc4ccccc4)nc3-c3cccnc3)CC2)cc1
9	-15	N#CCCN(Cc1cccs1)C(=O)Nc1ccc(F)cc1
40	-2	CC(=O)Nc1ccc(NC(=O)c2ccc(COc3ccc4c(C)cc(=O)oc4c3)cc2)cc1
9	-16	CCOC(=O)c1cc(CC)sc1NC(=O)COC(=O)c1ccccn1
12	-2	Cc1cc(C)n2cc(COc3ccccc3)nc2n1

# (listing goes on)
OX1R antag-2	OX1R antag-1	mol
18	-4	COc1ccc(C(=O)NCCCN2CCOCC2)cc1Br
5	-4	CCOc1ncccc1C(=O)OCC(=O)NC(=O)c1ccccc1
6	-11	COc1cc(C)ccc1OCc1cc(C(=O)NCCN2CCCC(O)C2)no1 (centres undefined)
8	-6	Cc1cc(SCc2cccc(Cl)c2)nc(=O)[nH]1
6	-20	COc1ccc(Cc2nnc(NC(=O)Nc3cccc(OC)c3)s2)cc1
21	-18	CSc1cccc(CN2CCC(n3nccc3NC(=O)C3CC3)CC2)c1
14	-23	CCc1ccc(C(=O)Nc2ccc(OC)c(S(=O)(=O)N3CCOCC3)c2)cc1
14	-19	CCOC(=O)c1cnc(SCC(=O)N2CCc3ccccc32)nc1N
39	-10	COCCn1c(C)cc(C(=O)COc2cccnc2[N+](=O)[O-])c1C
30	-22	COc1cc2c(cc1OC)CN(C(=O)Cc1ccc(OC)c(S(=O)(=O)N3CCOCC3)c1)CC2
6	4	CCC(O)(CC)C(=O)NN(C(=O)CCl)c1ccccc1
7	-32	CCC(=O)N1CCc2cc(S(=O)(=O)CCC(=O)NCc3ccccc3OC)ccc21
14	-4	Cc1cccc(/C(N)=N/OC(=O)c2ccco2)c1
2	-28	Cc1ccc(-n2nnnc2CNC(=O)c2ccc3c(c2)OCO3)cc1C
18	-18	CC(C)c1nc(CN(C)C(=O)N[C@H](C(=O)N[C@@H](Cc2ccccc2)C[C@H](O)[C@H](Cc2ccccc2)NC(=O)OCc2cncs2)C(C)C)cs1
41	-10	C#CCOCCOCCOCCNc1nc(N2CCOCC2)nc(N2CCN(C(=O)Cn3cc(CCCN=C(N)N)nn3)CC2)n1
60*	-11	COc1cccc(CC(=O)OCC(=O)NNC(=O)c2ccc([N+](=O)[O-])cc2)c1
16	-3	Cc1ccc2oc(=O)c3cc(C(=O)NCCCN4CCCCCC4)sc3c2c1
19	-11	Cc1ccc(C)c(OCCOCCN2CC(C)OC(C)C2)c1C (centres undefined)
33	-9	COc1ccccc1NC(=O)c1ccc(NC(=O)CSc2ncn[nH]2)cc1
32	-9	COc1ccc(OC2C(=O)N(c3ccc(F)cc3)C2c2ccc(OC)c(OC)c2)cc1 (centres undefined)
12	-1	CCOC(=O)CSc1nc2ccccc2n2c(C)nnc12
4	6	Cc1ccc(C2(C)NC(=O)N(CC(=O)N3CCc4ccccc43)C2=O)cc1 (centres undefined)
5	-14	Cc1ccc(C)c(OCc2cc(C(=O)N3CCN(c4ccccc4)CC3)no2)c1
16	-14	O=C(COC(=O)c1ccc[nH]c1=O)c1ccc(Cl)s1

# (more compounds)
OX1R antag-2	OX1R antag-1	mol
11	-21	CCN(CC)CC(=O)N1c2ccccc2CCc2ccc(NC(=O)c3cc(OC)c(OC)c(OC)c3)cc21
20	0	CC(=O)/C(=N\Nc1ccccc1)Sc1nncn1C
7	-2	CCOC(=O)c1c(OCC)[nH]c2ccc(O)cc12
3	-13	CCOC(=O)CSc1nnc(NC(=O)CN2CCCCC2)s1
14	-10	CCCCn1nc(C(=O)NNC(=O)c2ccncc2)c2ccccc2c1=O
14	-3	Cc1[nH]c(=O)[nH]c(=O)c1/C=N/NC(=O)[C@@H](N)CC(C)C
20	-27	CCN(CC)CCCNC(=O)C(C)Sc1nc(-c2ccccc2)cc(C(F)(F)F)n1 (centres undefined)
6	-5	CCOc1ccc(NC(=S)Nc2ccc(F)cc2)cc1
3	1	CCCCCNC(=O)Cc1cc(=O)[nH]c(=O)[nH]1
8	-28	Cc1cc(C)c(C)c(S(=O)(=O)N2CCN(c3ccccn3)CC2)c1C
19	-3	COc1ccc(-c2nnc(NC(=O)CS(=O)(=O)c3ccc(F)cc3)o2)cc1
12	-23	Cc1cc(C(=O)NCc2ccccc2Cl)n(-c2ccccc2)n1
0	-5	CCc1nnc(NC(=O)CCc2ccc(C)o2)s1
3	-11	Cc1ccc(NC(=O)CSCC(=O)NCc2ccco2)cc1
-1	-21	Cc1cccc(NC(=O)C2CC(=O)N(Cc3ccccc3)C2)n1 (centres undefined)
2	-6	COCc1cc(=O)[nH]c(SC)n1
15	4	O=C(Nc1ccc(S(=O)(=O)N2CCCCCC2)cc1)C1CCCO1 (centres undefined)
18	-15	O=C(Nc1cccnc1N1CCOCC1)c1cc2ccccc2oc1=O
4	-2	COc1cc(OC)cc(C(=O)NNC(=S)NC(=O)c2cccnc2)c1
36	-15	N#Cc1c(NC(=O)c2nc3ncccn3n2)sc2c1CCCCC2
39	-5	COC(=O)C(NS(=O)(=O)c1ccc(F)cc1)c1ccccc1 (centres undefined)
9	2	c1cc2c(cc1-c1cnc3n1CCC3)OCCO2
24	4	C#CCOCCOCCOCCNc1nc(N2CCN(C(=O)[C@H](CCCCN)n3cc([C@@H](N)CC(C)C)nn3)CC2)nc(N2CCN(C(=O)[C@H](CCCCN)n3cc([C@@H](N)CC(C)C)nn3)CC2)n1
28	-12	COC(=O)C1=C[C@@H](C(=O)OC)[C@@H]2C3=C(C(=O)[C@]2(C)NC(=O)c2ccccc2)[C@H](C)n2c(=O)n(-c4ccccc4)c(=O)n2[C@@H]3C1

# A second format for 3 compounds above.
# The line under a structure holds: OX1R antag-2, OX1R antag-1
CCCN(C(=O)CCNC(=O)Cn1cnc2ccccc2c1=O)c1cccc(Cl)c1
  18, -22
Cc1occc1-c1nnc(SCC(=O)N2CCN(c3ccc(F)cc3)CC2)n1C
  21, -33
CCN1CCN(CCNC(=O)c2ccc3c(c2)NC(=O)/C(=C\c2ccc(OC)c(OC)c2)S3)CC1
  2, -13
